Source: PubChem BioAssay
GalR3 antagonist = human GalR3 antagonism; O60755; HEK293 GalR3-CNG cAMP membrane potential fluorescence; galR3 body fused to GalR1 C-terminus; inhibition, % at 3 µM; 360,000 compounds, 0.44% hits; AID 651719;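 active = inhibition above the screen-wide average plus 3 SD, cut at about 13% in these data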;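 note: forskolin and galanin both at EC90 stimulate the cells; cAMP rise reported by CNG channel membrane potential dye signal; 0% = forskolin plus galanin with DMSO and 100% = forskolin alone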
Target sequence (O60755 1-299 limits assumed): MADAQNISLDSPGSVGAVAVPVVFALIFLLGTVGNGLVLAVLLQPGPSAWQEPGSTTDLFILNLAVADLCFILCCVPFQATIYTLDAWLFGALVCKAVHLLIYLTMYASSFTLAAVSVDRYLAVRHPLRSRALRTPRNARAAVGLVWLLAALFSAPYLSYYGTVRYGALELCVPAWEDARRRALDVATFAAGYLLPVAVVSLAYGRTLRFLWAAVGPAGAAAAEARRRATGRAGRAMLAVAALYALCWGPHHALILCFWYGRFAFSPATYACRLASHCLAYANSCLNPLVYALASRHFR
* marks the source's active call; other numbers are inactive results. The list is partial (hit frequency here may not be typical).

GalR3 antagonist | structure
-1.2 | Cc1cnc(C(=O)Nc2c(-c3ccccc3)[nH][nH]c2=O)cn1
-5.0 | Clc1ccc(-c2nc3c4ccccc4ccn3c2Cc2cccc(Cl)c2)cc1
3.5 | COc1cc(C(=O)Nc2ccc(S(=O)(=O)N3CCCCC3)cc2)ccc1OCC(=O)N1CCOCC1
0.3 | O=C(NC1CCCC1)C1c2ccccc2OCC(=O)N1Cc1ccccc1 (stereo not drawn)
-3.5 | CC1(C(=O)NS(=O)(=O)c2cccc(OC(F)F)c2)CCN1C(=O)c1ccccc1 (stereo not drawn)
-0.1 | CC(C)C[C@H]1CNC(=S)N1CC1CCCN1C[C@H](Cc1ccccc1)N1C[C@H](Cc2ccccc2)N(CC2CCCCC2)C1=S (stereo partly drawn)
-5.1 | O=C(CC[C@H]1O[C@@H](n2cnc3c(NC(=O)c4ccccc4)ncnc32)[C@H](O)[C@@H]1O)NCc1nc2ccccc2[nH]1
-0.7 | C[C@@H]1CCCCO[C@@H](CN(C)S(=O)(=O)c2cn(C)cn2)[C@@H](C)CN([C@H](C)CO)C(=O)c2cc(N(C)C)ccc2O1
-7.3 | Cc1ccc(CNC(=O)OC2CC3CC2[C@H]2CCCCN2C3=O)cc1 (stereo partly drawn)
-8.2 | CCOC(=O)c1ccccc1NC(=O)COC(=O)c1ccc(OCC(=O)N2CCOCC2)c(OCC)c1
-7.1 | CN1/C(=C/C(=O)COC(=O)CN2C(=O)C3CC=CCC3C2=O)C(C)(C)c2ccccc21 (stereo not drawn)
-3.1 | CC(C)CN(CC(C)C)c1nn[nH]n1
-6.1 | COc1ccc(C(O)c2ncc(-c3ccc4ccccc4c3)[nH]2)cc1 (stereo not drawn)
-4.1 | O=C1c2cc3c(cc2CCC1c1ccc2c(c1)OCO2)OCO3 (stereo not drawn)
-3.4 | N#CCC(=O)Nc1ccc(C(=O)Nc2cccc(S(=O)(=O)N3CCCC3)c2)cc1
-5.1 | COC(=O)c1cc(OC)c(OC)cc1NC(=O)CCN1C(=O)C2CCCCC2C1=O (stereo not drawn)
-0.2 | O=C(NC(c1ccccc1)c1ccc2ccccc2n1)C1CCN(CCOc2ccc(Cl)cc2)CC1 (stereo not drawn)
-5.1 | CC1(C)N=C(N)N=C(N)N1c1ccc(OCC(=O)N2CCOCC2)c(Cl)c1
-3.5 | Cn1c(=O)c2[nH]c(CCCc3nc4ccccc4[nH]3)nc2n(C)c1=O
-3.7 | CCN(CC)C(=O)[C@H]1C[C@H](CC(=O)NCc2ccco2)C(=O)N2CCc3c([nH]c4ccc(Cl)cc34)[C@]12C
-5.7 | O=C(O)C1Oc2ccccc2C1c1ccccc1 (stereo not drawn)
-6.7 | COc1ccc(-n2c(C)c3c(C)nnc(C)c3c2C)cc1OC
-6.0 | OC(c1ccco1)c1nc(-c2cccs2)cs1 (stereo not drawn)
-4.4 | Fc1ccc2cc(C3=CCCCC3)ncc2c1
-6.3 | CC1(Cc2ccccc2Cl)C(=O)Nc2c(Cl)ccc(Cl)c21 (stereo not drawn)
-3.7 | COc1ccc(C(C(=O)NC2CCCCC2)n2c(=O)c(-c3ccco3)nc3ccccc32)cc1 (stereo not drawn)
-3.2 | CCCc1ccc(S(=O)(=O)N2CCN(C(=O)c3cc(C)on3)CC2)cc1
24.0* | COc1cc(NC(=O)COC(=O)C2CC(O)CN2S(=O)(=O)c2ccc(Cl)cc2)c(C)cc1[N+](=O)[O-] (stereo not drawn)
-6.1 | O=C(OC1CC2CC1[C@H]1CCCCN1C2=O)N1CCN(S(=O)(=O)c2ccccc2)CC1 (stereo partly drawn)
-9.1 | Cc1ccc(NC(=O)C2(C)CCN2C(=O)Cc2ccc(C(C)C)cc2)cc1 (stereo not drawn)

The list goes on, starting with the last seven of the part before.
GalR3 antagonist | structure
-4.4 | Fc1ccc2cc(C3=CCCCC3)ncc2c1
-6.3 | CC1(Cc2ccccc2Cl)C(=O)Nc2c(Cl)ccc(Cl)c21 (stereo not drawn)
-3.7 | COc1ccc(C(C(=O)NC2CCCCC2)n2c(=O)c(-c3ccco3)nc3ccccc32)cc1 (stereo not drawn)
-3.2 | CCCc1ccc(S(=O)(=O)N2CCN(C(=O)c3cc(C)on3)CC2)cc1
24.0* | COc1cc(NC(=O)COC(=O)C2CC(O)CN2S(=O)(=O)c2ccc(Cl)cc2)c(C)cc1[N+](=O)[O-] (stereo not drawn)
-6.1 | O=C(OC1CC2CC1[C@H]1CCCCN1C2=O)N1CCN(S(=O)(=O)c2ccccc2)CC1 (stereo partly drawn)
-9.1 | Cc1ccc(NC(=O)C2(C)CCN2C(=O)Cc2ccc(C(C)C)cc2)cc1 (stereo not drawn)
-4.0 | CCOC(=O)c1c(C)[nH]c(C(=O)OCc2nc3ccsc3c(=O)[nH]2)c1C
-7.5 | Cc1cc(N2CCN(C(=O)OC(C)(C)C)C[C@@H]2C)ccc1Br
-5.8 | Cc1ccc(S(=O)(=O)N2CCN(C(=O)CN3CCN(c4ccc(O)cc4)CC3)CC2)cc1
-0.7 | CCCN(C)C1CN(Cc2cn(CCCC(=O)OC)nn2)S(=O)(=O)C1 (stereo not drawn)
-4.6 | OC[C@@H]1CN(Cc2cccc(C(F)(F)F)c2)C[C@H](n2cnc3c(NCc4ccc(F)cc4)ncnc32)O1
0.3 | O=C(NCc1ccccc1)[C@@H]1CCCN1C(=O)[C@H]1CCCN1C(=O)c1ccc(Cl)cc1
-6.6 | O=C(NCc1ccccc1F)c1ccc(S(=O)(=O)NCc2ccco2)cc1
-3.6 | COc1cccc(CNc2nc3cc(-c4csc5ccccc45)sc3c(=O)n2C)c1
-7.5 | COC(=O)[C@]12CCCCC=C1N(Cc1cccc3ccccc13)C(=O)[C@H](CC(=O)NCc1cccc(C(F)(F)F)c1)C2
0.5 | CCCNC(=O)Cn1c(=O)/c(=C/c2ccc(-c3ccc([N+](=O)[O-])cc3)o2)s/c1=C\C(=O)C(C)(C)C
-7.2 | NCc1csc(Nc2nncc3ccccc23)n1
-5.5 | CC(C)NC(=O)C1(C)CSCC(=O)N1C1CCN(Cc2ccccc2)CC1 (stereo not drawn)
1.4 | CC(C)C[C@@H](CNCC(=O)[C@H](CC(C)C)NC(=O)c1[nH]cnc1C(=O)N[C@H](CN)CC(C)C)NC(=O)c1nc[nH]c1C(=O)N[C@@H](Cc1ccccc1)C(=O)O
-5.2 | Cn1c(=O)c2cc(NC(=O)NCc3ccc(F)cc3)ccc2n1Cc1cccc(C(F)(F)F)c1
-9.6 | CCN=C1NC(c2ccc(F)cc2)C(C(=O)OC)=C(C)N1Cc1ccccc1C(F)(F)F (stereo not drawn)
-6.2 | Cc1ccc(S(=O)(=O)NCc2cccc([N+](=O)[O-])c2)cc1
-6.6 | COc1ccc(C2=Nc3ccccc3N(C(=O)c3ccncc3)C2C(=O)NC(C)(C)C)cc1 (stereo not drawn)
2.4 | O=C(Cn1cnc2c(NCc3ccccc3)ncnc21)NCCCc1ccccc1
-4.2 | Cc1ccc(NCC(=O)N2CCN(S(=O)(=O)c3ccccc3)CC2)cc1F
-3.4 | CN(CCC#N)C(=O)COC(=O)c1c2c(nc3ccccc13)/C(=C\c1ccco1)CC2
-4.1 | COc1ccccc1CNC(=O)CCCN1C(=O)NC2(CCCC2)C1=O
-5.1 | NNC(=O)Cc1cccc2ccc(Cl)cc12
-6.2 | COC(=O)c1cc2c(n(-c3ccccc3)c1=O)CCCC2=O
-1.8 | COc1ccc(C2=Nc3ccccc3NC(=O)C2N(C(=O)c2cnc(C)cn2)c2ccc(N3CCOCC3)cc2)cc1 (stereo not drawn)
-2.0 | O=C(C(=O)N1CCC(CNS(=O)(=O)c2ccc(F)c(F)c2)CC1)c1cc2ccccc2o1
-5.0 | CC(C)(C)NC(=O)C(c1ccncc1)n1c(-c2ccc(C(F)(F)F)cc2)nc2ccccc21 (stereo not drawn)
6.1 | COc1ccc2c(c1)C(CC(=O)NN)CCC2 (stereo not drawn)
-5.0 | CCOC(=O)[C@]12CCC=C1N(CCC1=CCCCC1)C(=O)[C@H](CC(=O)NCc1ccc(C)o1)C2
-8.6 | C#CCOCCOCCOCCNc1nc(N2CCN(C(=O)[C@H]([C@@H](C)CC)n3cc(CCC(=O)O)nn3)CC2)nc(N2CCN(C(=O)[C@H](CCCCN)n3cc(CCCC)nn3)CC2)n1
-4.8 | COc1cc(OC)cc(-c2c(Sc3ccccc3)c3cc(-c4cnc(OC)nc4)ccc3n2C)c1
-1.6 | Nc1[nH]c(C(=O)c2ccccc2)c(-c2ccc(Cl)cc2Cl)c1C(=O)c1ccc(Cl)cc1
-3.7 | Cn1c(=O)c2c(-c3ccccc3)n(-c3ccccc3N)cc2n(C)c1=O
1.6 | Cc1ccc2cc(NC(=O)C3(C)CCN3CC(C)C)ccc2n1 (stereo not drawn)
-7.1 | Cc1ccc(Cc2c(-c3ccc(Br)cc3)nc3ccc(Cl)cn23)cc1
-3.4 | Cc1c(C(=O)OC(C)C)sc(NC(=O)c2cnccn2)c1C(=O)OC(C)C
-7.6 | Cc1cccc(NC(=O)CNC(=O)[C@@H](Cc2ccccc2)NC(=O)[C@H]2O[C@@H](n3ccc(N)nc3=O)[C@H](O)[C@@H]2O)c1C
-3.6 | O=[N+]([O-])c1cc2c(c([N+](=O)[O-])c1)Nc1ccccc1O2
-5.0 | Cc1cc(F)ccc1-c1cc(C(=O)Nc2ccc(F)cc2)[nH]n1
-8.5 | COc1ccc2c(c1)[C@@]1(OCCC=C[C@H]1C)C(=O)N2Cc1ccccc1C(F)(F)F
-5.2 | COc1ccccc1N(C)S(=O)(=O)c1ccc(C(=O)N(C)Cc2cccc(OC)c2OC)cc1
-5.1 | CNc1ccc(-c2cccc(C#N)c2)cn1
-0.6 | CC(C)CC1NC(=O)c2cccnc2-n2c1nc1cc(F)c(F)cc1c2=O (stereo not drawn)
-7.2 | O=C(NCCN1CCC(n2c(=O)[nH]c3ccccc32)CC1)c1cccc(F)c1
-6.4 | Cc1ccc2nc(-c3cccc(Cl)c3)c(Cc3cccc(Cl)c3)n2c1
-6.8 | CC1(c2nc3ccccc3cc2C#N)OCCO1
-8.4 | COc1ccc(CCN2C(=O)CSCC2(C)C(=O)Nc2ccc3c(c2)OCCO3)cc1OC (stereo not drawn)
-4.5 | S=C(c1cccs1)N1CCN(c2ccccc2)CC1
-5.7 | NC(=O)c1cnccc1C=Cc1ccccc1
-6.0 | COC1OC(COCc2ccccc2)C2OC(C)(C)OC2C1O (stereo not drawn)
-1.4 | CCCCCC(=O)N1C[C@@H](n2cc(C3CC3)nn2)[C@H](O)C[C@@H]1c1ccccc1
0.4 | COc1cc(OC)c(C(=O)Nc2cc(S(=O)(=O)N3CCOCC3)ccc2N2CCOCC2)cc1OC
-6.2 | COCCNC(=O)C1(C)CCN(C(=O)c2nc(C)oc2C)C1 (stereo not drawn)
-3.2 | Cc1ccccc1S(=O)(=O)NC(=O)C1(C)CCN1C(=O)Cc1ccccc1Cl (stereo not drawn)
-7.8 | CC(C)CC(N)c1csc(NC(=O)Nc2ccccc2C(C)C)n1 (stereo not drawn)
3.9 | CC(C)N(c1ccccc1)c1ccc(NC(=O)[C@@H]2O[C@H](CO)[C@@H](O)[C@H]2O)cc1
-4.3 | O=C(C[C@@H]1CC[C@@H]2[C@H](COC[C@@H](O)CN2Cc2cc(F)ccc2F)O1)NCc1ccc(F)cc1
0.5 | CC(C)C[C@@H](CN1CCC[C@@H]1CN1C(=S)NC[C@@H]1Cc1ccc(O)cc1)N1C[C@H](Cc2ccc(O)cc2)N(CC2CCCCCC2)C1=S
-6.3 | C(=NNc1ccc2ccccc2n1)c1ccccn1
-2.7 | O=S1(=O)CC(N2CCC(c3ccccc3)CC2)CN1Cc1ccccc1 (stereo not drawn)
-5.2 | CCOC(=O)C1=CCC(c2ccccc2)N(S(=O)(=O)c2ccccc2[N+](=O)[O-])C1 (stereo not drawn)

Some of the entries so far, field by field:
> NNC(=O)Cc1cccc2ccc(Cl)cc12
  GalR3 antagonist: -5.1
> COC(=O)c1cc2c(n(-c3ccccc3)c1=O)CCCC2=O
  GalR3 antagonist: -6.2

Other structures follow.
GalR3 antagonist | structure
-5.6 | COc1ccccc1-c1noc2c1C(=O)N(C(=O)OC(C)(C)C)CC2
3.1 | O=c1cc(C=NNc2ccc([N+](=O)[O-])cc2)[nH]c(=O)[nH]1
-3.7 | COc1ccc(C(=O)OCC(=O)Nc2ccc3c(c2)OCO3)cc1S(=O)(=O)N1CCOCC1
-6.1 | Nc1[nH]c(C(=O)c2ccccc2)c(-c2ccc(Br)cc2)c1C(=O)c1ccc(Br)cc1
-3.4 | Nc1ccn([C@@H]2O[C@H](C(=O)NCC(F)(F)F)[C@@H](O)[C@H]2O)c(=O)n1
-8.7 | O=S(=O)(c1ccccc1)N1CCN(Cc2ccccc2)c2ccccc21
-2.9 | CC1=CC(C)(C)NC(=S)N1c1ccc(N(C)C)cc1
-7.0 | CCCCNC(=O)C(C)N(CCN(C)C)C(=O)CCCN1C(=O)NC(c2ccc(Cl)cc2)C(C(=O)OCc2ccccc2)=C1C (stereo not drawn)
-6.9 | CC1(C(=O)NS(=O)(=O)c2ccccc2C(F)(F)F)CCN1C(=O)C1CCCCC1 (stereo not drawn)
0.4 | COC(=O)[C@]12C[C@H](CC(=O)NCc3ccccc3)C(=O)N(Cc3ccc4c(c3)OCO4)C1=C[C@H](C(C)(C)C)O[C@@H]2C
-5.9 | Cn1c(=O)[nH]c2c(c1=O)CCO2
0.9 | Cc1cccc(-c2nnc(-c3cccc4ccccc34)o2)c1
-2.5 | NC(=O)c1c(N)[nH]c(C(=O)c2ccccc2)c1-c1ccccc1
-8.1 | CCN(CC(=O)Nc1ccc(OC)cc1)C(=O)c1cccc(S(=O)(=O)N2CCN(c3ccccc3)CC2)c1
-3.5 | Cc1ccc([C@H]2C[C@H](O)[C@@H](n3cc(-c4ccc(F)cc4)nn3)CN2C(=O)c2cccs2)cc1
-3.2 | C[C@H]1CN([C@@H](C)CO)S(=O)(=O)c2ccc(-c3cccc(F)c3)cc2O[C@@H]1CN(C)C
-4.1 | CNc1nc(NCc2ccccc2)c2sccc2n1
-4.7 | Cc1ccc(S(=O)(=O)N2CCN(C(=O)COC(=O)COc3ccc(Cl)cc3)CC2)c(C)c1
-4.4 | COc1ccc(CCNC(=O)C(=O)c2cn(CC(=O)N3CCCC3)c3ccccc23)cc1OC
-3.8 | COCCNC(=O)C1CCCN(Cc2ccc(Cl)cc2)CC1 (stereo not drawn)
